HIF act: HIF pathway transcriptional activation; U2OS HRE-luciferase reporter, luminescence; normalized: DMSO 0%, desferrioxamine 100%; activation, % at 7.5 µM (by protocol); 0.32% of 300,000 active; AID 1910;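 active = mean activation of at least 10% of the iron chelator positive control signal, with at least half of replicates also reaching 10%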
AI-2 QS modul: Vibrio harveyi AI-2 quorum sensing modulation. Vibrio harveyi JMH597 AI-2 luminescence/OD600 ratio, 9 h; stronger effect = lower value; strain lacks LuxN and CqsS sensors; 0 = neutral-control median. activity change, % at 7.5 µM. 0.4% of 300,000 active. AID 2094; in the data active = activity change below about -75%, passing the limit was not always enough;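 also: luminescence divided by OD600 gain over 9 h not by final OD600 alone; inactives centre near 13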
TRPC6 activator: activators of mouse TRPC6 channel. HEK293-TRPC6 membrane potential dye fluorescence; stronger effect = higher value. B-score at 10 µM. 0.13% of 310,000 active. AID 2550;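 active = B-score of the integrated fluorescence ratio above library mean plus 3 SD, and starting fluorescence ratio within library mean plus 5 SD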;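 also: higher score means more depolarization so channel activation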
TRPC4 block: inhibitors of mouse TRPC4 channel | Q9QUQ5 | B-score at 10 µM | HEK293 TRPC4beta/mu-opioid, DAMGO-evoked Fluo4 calcium flux; stronger effect = lower value | AID 2247 | 0.39% of 300,000 active;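 active = B-score over 3 SD under the library average, no early fluorescence shift, positive overall ratio signal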
Target sequence (Q9QUQ5 whole entry, looked up): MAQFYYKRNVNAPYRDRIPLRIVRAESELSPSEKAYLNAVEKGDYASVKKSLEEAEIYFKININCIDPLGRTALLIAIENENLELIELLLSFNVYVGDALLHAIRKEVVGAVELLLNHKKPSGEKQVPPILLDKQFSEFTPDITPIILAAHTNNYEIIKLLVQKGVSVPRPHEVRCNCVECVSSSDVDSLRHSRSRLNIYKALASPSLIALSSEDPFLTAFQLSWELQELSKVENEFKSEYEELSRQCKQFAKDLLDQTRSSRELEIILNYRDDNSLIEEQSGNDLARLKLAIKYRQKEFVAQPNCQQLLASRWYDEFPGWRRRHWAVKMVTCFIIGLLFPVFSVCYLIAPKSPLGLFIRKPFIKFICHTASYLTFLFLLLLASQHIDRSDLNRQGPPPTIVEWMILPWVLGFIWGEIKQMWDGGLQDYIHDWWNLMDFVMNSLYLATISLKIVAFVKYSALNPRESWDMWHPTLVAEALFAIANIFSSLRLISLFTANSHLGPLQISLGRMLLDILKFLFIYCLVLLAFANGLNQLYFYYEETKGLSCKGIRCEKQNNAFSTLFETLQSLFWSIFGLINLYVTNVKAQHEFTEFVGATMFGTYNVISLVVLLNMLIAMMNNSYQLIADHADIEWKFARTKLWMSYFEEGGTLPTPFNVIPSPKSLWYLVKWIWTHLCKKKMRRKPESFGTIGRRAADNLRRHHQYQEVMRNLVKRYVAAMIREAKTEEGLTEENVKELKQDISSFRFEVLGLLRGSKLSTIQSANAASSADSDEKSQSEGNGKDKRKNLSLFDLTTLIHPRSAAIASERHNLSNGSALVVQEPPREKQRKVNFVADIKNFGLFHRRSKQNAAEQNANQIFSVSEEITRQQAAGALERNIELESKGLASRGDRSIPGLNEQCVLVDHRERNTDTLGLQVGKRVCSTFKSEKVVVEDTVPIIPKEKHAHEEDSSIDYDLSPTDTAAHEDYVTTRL
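System: stable TRPC4beta/mu-opioid receptor HEK293 cells; Dosing: single-point compound dosing; Measured by: Fluo4 Ca2+ flux fluorescence; Read-out basis: per-well B score of integrated baseline-normalized Fluo4 ratio.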
TRPC6 inh: inhibitors of mouse TRPC6 channel | Q61143 | HEK293-TRPC6, membrane potential dye, ACh-evoked depolarization; stronger effect = lower value | B-score at 10 µM | 1.1% of 310,000 active | AID 2553;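 active = B-score under library mean minus 3 SD, initial fluorescence not abnormally high, positive integrated signal ratio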;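 also: B-score derived from integrated fluorescence ratio over the kinetic read; more negative B-score means stronger inhibition of depolarization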
MrgX1 antag: human MrgX1 receptor antagonism, primary screen; 1.3% of 310,000 active; Q96LB2; B-score at 10 µM; MRGX1-HEK293 calcium flux, Fluo-4, BAM8-22 antagonism; stronger effect = lower value;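 active = calcium-response B-score plate-corrected more than 3 library SD below zero, starting fluorescence within 5 deviations, no agonist response on first addition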;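 also: peak minus trough fluorescence over baseline after final BAM8-22 challenge near maximal dose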
TRPC4 potent: allosteric potentiators of mouse TRPC4 channel; Q9QUQ5; HEK293 TRPC4beta/mu-opioid, DAMGO EC20, Fluo-4 Ca2+ flux; stronger effect = higher value; B-score at 10 µM; 0.42% of 310,000 active; AID 2227;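 active = B-score of calcium response area above 5 SD of library B-scores, with initial fluorescence ratio within 5 SD of library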;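 also: B-score of integrated fluorescence ratio over time as area under calcium response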
TRPC4 agonist: opens the mouse TRPC4 cation channel. HEK293 TRPC4beta/mu-opioid, Fluo4 calcium fluorescence; stronger effect = higher value. B-score at 10 µM. 0.49% of 310,000 active;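 active = B-score above 5 SD of library B-scores, and initial fluorescence ratio not above library mean plus 5 SD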;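 also: positive B-score marks a calcium rise read as TRPC4 activation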
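System – HEK293 cells stably co-expressing mouse TRPC4beta and mu-opioid receptor · Signal – Fluo4 calcium-sensitive dye fluorescence, kinetic, 1 Hz baseline · Benchmarks – buffer (low) and maximal DAMGO (high) · Read-out – B score of integrated fluorescence ratio per well · Incubation – dye loading 45 min room temperature, 110 s kinetic read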
PolyA inh: blocks polyadenylation in yeast reporter cells; 0.02% of 300,000 active; calls only at 12 µM; S. cerevisiae SKY197-pL101 polyadenylation reporter, beta-gal luminescence; efflux-impaired pdr1/pdr3 knockout yeast; score 100 = 6 SD above DMSO;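 active = lowest replicate activity score at least 50, where 100 means six control SD above control mean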;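 also: yeast exposed to compound for 9 h at 30 °C; higher score means more reporter readthrough which indicates perturbed polyadenylation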
MrgX1 ag: human MrgX1 receptor agonism, primary screen. B-score at 10 µM. 0.44% of 310,000 active. Q96LB2. MrgX1-HEK293 cells, Fluo-4 calcium fluorescence, agonist mode; stronger effect = higher value. AID 588627;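 active = calcium response B-score plate-corrected fluorescence ratio at least 3 library SD, with starting fluorescence B-score inside 5 SD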
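Assay system: stable human MrgX1 HEK293 cell line. Quantity: 15,000 cells per well. Schedule: cells plated overnight, dye loaded 0.5 h 37 °C, 0.5 h room temperature. Detection: Fluo-4 NW calcium-flux fluorescence, kinetic read. Read-out basis: peak-minus-minimum fluorescence over baseline, converted to B scores. Control set: positive and negative control wells on each plate.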
MrgX1 PAM: human MrgX1 positive allosteric modulation, primary screen | MrgX1-HEK293, Fluo-4 calcium flux, FDSS; stronger effect = higher value | B-score at 10 µM | 0.63% of 310,000 active | Q96LB2 | AID 588675;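 active = plate-corrected calcium response at least 3 library SD above typical, normal starting fluorescence, not activating the receptor alone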;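 also: compound read alongside a low EC10 to EC30 dose of BAM8-22 agonist; peak minus trough fluorescence over baseline measured at the second addition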
The depositor's hits bear a star; i = inactive; / = not tested or not shown. This is a subset. The share of hits here may be higher or lower than overall.

SMILES	HIF act	AI-2 QS modul	TRPC6 activator	TRPC4 block	TRPC6 inh	MrgX1 antag	TRPC4 potent	TRPC4 agonist	PolyA inh	MrgX1 ag	MrgX1 PAM
O=C(Nc1ccccc1)N(CCCN1CCOCC1)Cc1cccs1	-0.6	-7.5	i	i	i	i	i	i	i	i	i
COc1ccc(N2CCN(C(=O)CSc3nnc4c(C)cc5c(C)cc(C)cc5n34)CC2)cc1	-0.4	7.8	i	i	i	i	i	i	i	i	i
CCCCc1nnc(NC(=O)COC)s1	0.1	27.3	i	i	i	i	i	i	i	i	i
O=C(Nc1cccc(C(F)(F)F)c1)Nc1ccon1	0.2	6.2	i	i	i	i	i	i	i	i	i
C=CCn1c(SCC(=O)Nc2ccccc2C)nc(O)cc1=O	-0.5	37.4	i	i	i	i	i	i	i	i	i
Cc1ccccc1NC(=O)c1cccc2c1C(=O)N(C1CCCCC1)C2	0.1	7.5	i	i	i	i	i	i	i	i	i
CCOc1ccccc1NC(=O)Nc1cccc(C(C)=O)c1	0.5	5.5	i	i	i	i	i	i	i	i	i
O=C(CCN1C(=O)/C(=C/c2ccccc2Cl)SC1=S)Nc1cccnc1	-0.1	14.6	i	i	i	i	i	i	i	i	i
Cc1onc(-c2ccccc2Cl)c1C(=O)NC(=S)Nc1ccccc1F	-0.2	13.2	i	i	i	i	i	i	i	i	i
CCN(CC(=O)NC1CCS(=O)(=O)C1)S(=O)(=O)c1ccc(C)c(C)c1 (configuration not stated)	-0.1	14.7	i	i	i	i	i	i	i	i	i
O=C1c2ccccc2C(=O)N1CCCCSc1nnc(-c2ccc(OC(F)F)cc2)o1	-0.4	16.3	i	i	i	i	i	i	i	i	i
CCOC(=O)c1c(C)n(CCNC(C)=O)c2ccc(O)cc12	0.0	20.2	i	i	i	i	i	i	i	i	i
CC(=O)N1CCc2ccc(S(=O)(=O)N3CCc4ccccc43)cc21	1.2	14.2	i	i	i	i	i	i	i	i	i
CCN1CCN(S(=O)(=O)c2ccc(OC)cc2)CC1	0.8	7.3	i	i	i	i	i	i	i	i	i
CCOc1ccc(C(CC(=O)O)NC(=O)c2ccco2)cc1OC (configuration not stated)	0.2	37.9	i	/	i	i	i	i	i	i	i
CCn1c(SCC(=O)NC(C)C(C)C)nc2cc(S(=O)(=O)N3CCOCC3)ccc21 (configuration not stated)	-0.1	0.8	i	i	i	i	i	i	i	i	i
O=C(c1cc(-c2ccccc2)nc2ccccc12)N1CCOCC1	0.3	0.0	i	i	i	i	i	i	i	i	i
CCOC(=O)c1ccccc1C(=O)N1CCOCCOCCOCC1	-0.4	13.6	i	i	i	i	i	i	i	i	i
CC(=O)c1sc(NC(=O)C=C(C)C)nc1C	2.1	8.3	i	i	i	i	i	i	i	i	i
O=C1OCC(c2ccccc2)=C1c1ccc(S(=O)(=O)N2CCOCC2)s1	-0.2	-5.3	i	i	i	i	i	i	i	i	i
COCCCNC(=O)c1ccc(N2CCCC2)c(NS(=O)(=O)c2ccc(C)cc2)c1	2.4	9.9	i	i	i	i	i	i	i	i	i
COc1ccccc1S(=O)Cc1ccc(C(=O)NCCc2ccc(Cl)cc2)o1 (configuration not stated)	/	32.5	i	i	i	i	i	i	i	i	i
CC(C)c1nc(Cl)c(C#N)c2c1CCC2	-0.3	28.9	i	i	i	i	i	i	i	i	i
CC(=O)Nc1ccc(NC(=S)NC(=O)C2CC2)cc1	0.7	11.5	i	i	i	i	i	i	i	i	i
Cc1ccc(C(CC(=O)N2CCCC2)c2ccccc2)c(O)c1 (configuration not stated)	0.4	2.4	i	i	i	i	i	i	i	i	i

The last two compounds of the section above open the next one.
SMILES	HIF act	AI-2 QS modul	TRPC6 activator	TRPC4 block	TRPC6 inh	MrgX1 antag	TRPC4 potent	TRPC4 agonist	PolyA inh	MrgX1 ag	MrgX1 PAM
CC(=O)Nc1ccc(NC(=S)NC(=O)C2CC2)cc1	0.7	11.5	i	i	i	i	i	i	i	i	i
Cc1ccc(C(CC(=O)N2CCCC2)c2ccccc2)c(O)c1 (configuration not stated)	0.4	2.4	i	i	i	i	i	i	i	i	i
O=C(Nc1cccc(F)c1)c1ccccc1-c1ccccc1	-0.1	17.5	i	i	i	i	i	i	i	i	i
Cc1cccc(NC(=S)NNC(=O)c2nn(C)cc2Cl)c1	1.0	17.5	i	i	i	i	i	i	i	i	i
CN(C)/C=C/C(=O)c1ccc(-c2ccc(Cl)cc2Cl)o1	0.0	43.6	i	i	i	i	i	i	i	i	i
CCOCCCn1c(SCC(=O)N(C)C2CCS(=O)(=O)C2)nc2ccccc2c1=O (configuration not stated)	0.0	1.9	i	i	i	i	i	i	i	i	i
CC(C(=O)OCC(=O)Nc1cccc(S(=O)(=O)N(C)C)c1)N1C(=O)c2ccccc2C1=O (configuration not stated)	-0.3	14.2	i	i	i	i	i	i	i	i	i
CCc1ccccc1NC(=O)c1cc(-c2ccco2)on1	0.2	17.5	i	i	i	i	i	i	i	i	i
CNC(=O)/C(=N\O)c1ccccc1	-2.8	0.9	i	i	i	/	i	i	i	/	/
COc1cc(CCC(=O)NCc2ccc(S(N)(=O)=O)cc2)cc(OC)c1OC	1.4	-5.4	i	i	i	i	i	i	i	i	i
CCCCCCCCNC(=O)c1cccnc1SCC(=O)Nc1ccccc1OC	0.5	14.8	i	i	i	i	i	i	i	i	i
CN(C(=O)c1cc(C(=O)N(C)c2ccccc2)cc([N+](=O)[O-])c1)c1ccccc1	-0.8	41.3	i	i	i	i	i	i	/	i	i
CC(NC(=O)c1cc(F)c(F)cc1Cl)c1ccncc1 (configuration not stated)	-0.1	26.3	i	i	i	i	i	i	i	i	i
CCN1CCN(C(=O)CCc2nnc(CCc3c[nH]c4ccccc34)o2)[C@@H](C)C1=O	-0.7	14.2	i	i	i	i	i	i	i	i	i
COc1cc(NC(=O)C2CCN(S(=O)(=O)c3ccc(N4CCCC4=O)cc3)CC2)cc(OC)c1	-0.1	12.0	i	i	i	i	i	i	i	i	i
CN(CC(=O)NCCc1ccccc1)S(=O)(=O)c1ccc(Br)cc1	-0.9	23.2	i	i	i	i	i	i	i	i	i
O=C(Cc1cccs1)N1CCCC(c2nc3c(nnn3Cc3ccc(F)cc3)c(=O)[nH]2)C1 (configuration not stated)	-0.3	47.5	i	i	i	i	i	i	i	i	i
Cc1cc(-c2n[nH]c(=S)n2/N=C/c2ccc(C)s2)n[nH]1	-0.6	27.4	i	i	i	i	i	i	i	i	i
COc1ccc(S(=O)(=O)c2ccccc2)cc1NC(=O)c1c(F)cccc1F	-0.4	6.3	i	i	i	i	i	i	i	i	i
Cc1ccc(CC(NC(=O)c2ccccc2)C(=O)NC(CC(C)C)C(=O)O)cc1 (configuration not stated)	0.1	-3.5	i	i	i	i	i	i	i	i	i
CCN1CCN(C(CNS(=O)(=O)c2ccccc2)c2cccnc2)CC1 (configuration not stated)	-0.2	1.1	i	i	i	i	i	i	i	i	i
S=C(NCCCCNC(=S)NCc1ccccc1)NCc1ccccc1	0.2	3.5	i	i	i	i	i	i	i	i	i
COc1ccc(-c2csc(N(CCCN(C)C)C(=O)c3ccccc3F)n2)cc1	2.7	2.1	i	i	-6.45*	i	i	i	i	i	i
CCC1(C)Cc2c(sc3nnn(CC(=O)Nc4ccccc4)c(=O)c23)CO1 (configuration not stated)	0.0	23.5	i	i	i	i	i	i	i	i	i
O=C(NC(=S)N(CCO)Cc1ccccc1)c1ccc(F)cc1Cl	-0.6	13.7	i	i	i	i	i	i	i	i	i
CSc1n[nH]c(-c2sccc2OCc2ccc(C)cc2)n1	0.2	12.5	i	i	i	i	i	i	i	i	i
CCc1c(C)sc(NC(=O)C2CC2)c1C(=O)OC(C)C	-0.2	18.2	i	i	i	i	i	i	i	i	i
New compounds follow
SMILES	HIF act	AI-2 QS modul	TRPC6 activator	TRPC4 block	TRPC6 inh	MrgX1 antag	TRPC4 potent	TRPC4 agonist	PolyA inh	MrgX1 ag	MrgX1 PAM
COc1ccc(CC2(CO)COc3ccccc3C2=O)cc1 (configuration not stated)	2.3	2.9	i	i	i	i	i	i	i	i	i
Cc1ccccc1C(=O)N1CCCC(N2CCN(Cc3ccc4c(c3)OCO4)CC2)C1 (configuration not stated)	0.6	30.9	i	i	i	i	i	i	i	i	i
O=C(CC(Nc1cccc(Cl)c1Cl)C(=O)OCC(=O)c1cccs1)c1ccccc1 (configuration not stated)	3.3	26.3	i	i	i	i	i	i	i	i	i
COc1ccccc1N1CC(C(=O)Nc2cccc(C(=O)O)c2)CC1=O (configuration not stated)	-1.9	16.2	i	i	i	i	i	i	i	i	i
O=C(NCc1ccc2c(c1)OCO2)c1ccc(C2SCC(=O)N2Cc2ccco2)cc1 (configuration not stated)	-0.5	19.4	i	i	i	i	i	i	i	i	i
Cc1oc(-c2cc(Cl)cc(Cl)c2)cc1C(=O)NCCc1ccccc1	-0.5	4.0	i	i	i	i	i	i	i	i	i
CCN(CC)S(=O)(=O)c1ccc(OC)c(NC(=S)Nc2cc(C)ccc2C)c1	-0.2	27.1	i	i	i	i	i	i	i	i	i
COc1ccc2c(-c3ccccc3)cc(SCC(N)=O)nc2c1	-0.3	15.3	i	i	i	i	i	i	i	i	i
CCCCc1ccc(NC(=S)N2CCCC(CO)C2)cc1 (configuration not stated)	2.4	9.5	i	i	i	i	i	i	i	i	i
O=C(Nc1sc2c(c1C(=O)NCc1cccnc1)CCCC2)c1ccco1	0.4	29.1	i	i	i	i	i	i	i	i	i
Cc1n[nH]c(=S)n(/N=C/c2cccs2)c1=O	4.1	-2.1	i	i	i	i	i	i	i	i	i
Cc1ccc(N=Nc2c(C)[nH]n(-c3ccccc3)c2=O)cc1Br	0.2	19.6	i	i	i	i	i	i	/	i	i
CN1CCN(/C=C2\SC(=S)NC2=O)CC1	-0.3	13.7	i	i	i	i	i	i	i	i	i
CCN(CC)S(=O)(=O)c1cc(NC(=O)C(C)N2CCN(Cc3ccc4c(c3)OCO4)CC2)ccc1C (configuration not stated)	-0.6	9.0	i	i	i	i	i	i	i	i	i
CCc1ccc(NC(=O)C(=O)NCCN2CCN(C(=O)c3ccco3)CC2)cc1	-0.1	13.1	i	i	i	i	i	i	i	i	i
